Assay outcomes from PubChem.
SDO1 yeast rescue – sdo1-depleted yeast growth rescue; S. cerevisiae sdo1-depleted JHY4D growth rescue, OD600 30 h; hits give high values; pdr5 snq2 efflux-pump mutant strain; z-score at 10 µM; 0.21% of 140,000 active; AID 817;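 active means z-score above 3 at both the 24 hr and the 30 hr optical density reads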;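 further: z-score against mean and SD of all compound wells on the same plate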
INS promoter inh – TRM-6 insulin promoter activity inhibition. TRM-6 cells (human fetal islet line), insulin promoter-eGFP reporter, imaging; reporter expression induced with tamoxifen. inhibition, % at 2 µM. 0.9% of 130,000 active;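 active means inhibition above the mean plus 3 SD, with well images judged a real hit on visual review, cut at about 60% in these data, passing the limit was not always enough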
SDO1 yeast rescue Rescue 24 h – recorded beside SDO1 yeast rescue, whose call it bears; z-score; S. cerevisiae sdo1-depleted JHY4D growth rescue, OD600; measured here: growth rescue at 24 h;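 0 is the plate mean of compound wells and units are plate SD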
* marks the source's active call; other numbers are inactive results; i = inactive; . = not tested or not shown. Some of the compounds tested; the hit share may differ from the screen's.

SMILES	SDO1 yeast rescue	SDO1 yeast rescue Rescue 24 h	INS promoter inh
COc1ccc(N2CCN(Cc3nnc(-c4ccccc4)o3)CC2)cc1	0.54	0.65	.
CC(=O)NC(Cc1cccc(F)c1)C(=O)NC1CCN(c2nnnn2-c2ccccc2)CC1 (configuration not stated)	.	.	26
CCOC(=O)N1CCN(C(=O)c2cc3c(ccc4ccccc43)oc2=O)CC1	-0.16	-0.74	.
Cc1c(Br)c([N+](=O)[O-])nn1CC(=O)Nc1sc2c(c1C(=O)OC(C)C)CCCC2	-0.07	-0.39	-9
Cn1cnc([N+](=O)[O-])c1NC(C)(C)C	1	0.73	38
COc1cccc(N/C=C/C(=O)c2ccc(Cl)cc2)c1	-0.57	-0.02	-40
O=C(CC1NCCNC1=O)Nc1ccc(Cl)c(Cl)c1 (configuration not stated)	0.79	0.72	56
CCN(CC)S(=O)(=O)c1cc(C(=O)OCC(=O)Nc2cccc(Br)c2)ccc1F	-1.2	-0.25	29
O=C(NCCCCCCNC(=O)C1CCCC1)C1CCCC1	0.42	-0.3	-230
CCOc1ccc(-c2nnc3ccc(SCC(=O)NCc4ccco4)nn23)cc1	0.08	-0.59	.
C#CC[N+]1(CC#Cc2ccccc2)CCCCC1	.	.	0
CC/C(=N\NC(=S)NC(C)C)c1ccc(OC)c(OC)c1	.	.	0
O=C(c1ccc(C(F)(F)F)cc1)c1c[nH]c(C(=O)NCCCn2ccnc2)c1	-0.27	-0.99	-22
COc1cc(CNCc2cccnc2)ccc1OCC(=O)NC1CCCCC1	.	.	-25
CCC(C)(C)NC(=O)C(c1ccc(F)cc1)N(Cc1ccco1)C(=O)c1cnccn1 (configuration not stated)	-0.76	-0.71	-67
CCOC(=O)N1CCN(C/C(C)=C/c2ccccc2)CC1	0.5	-0.21	20
COc1ccc(-c2nc(-n3c(C)c(C(C)=O)c(C(C)=O)c3C)sc2C)cc1OC	-0.74	-0.52	-59
Cc1c(NC(=O)C2CC(c3ccc(F)cc3)=NO2)c(=O)n(-c2ccccc2)n1C (configuration not stated)	0.77	0.81	.
CCOCCCNC(=O)c1ccc(OC)cc1	-0.04	-1.7	-36
COc1cc(OC)cc(C(=O)NC(=S)NNC(=O)c2cnccn2)c1	-1.3	-0.97	.
COc1ccc(OC)c(S(=O)(=O)NCCOC23CC4CC(CC(C4)C2)C3)c1	-0.77	-0.63	-12
O=C1N/C(=C/c2ccc(Br)cc2)C(O)=C1C=NCc1ccccc1	0.42	0.39	-32
O=C(c1cc2nc(-c3cccs3)cc(C(F)(F)Cl)n2n1)N1CCCc2ccccc21	-0.5	-0.68	.
O=c1cc(-c2ccccc2)nc(N2CCN(Cc3ccc4c(c3)OCO4)CC2)[nH]1	-1.3	-0.05	i
O=C1C(=O)N(CCO)C(c2ccccc2)/C1=C(\O)c1ccccc1 (configuration not stated)	-0.09	-0.97	.
CCOC(=O)CSc1nc(=O)n2ccc(C)cc2n1	.	.	-46
CSCCC(NC(=O)c1ccccc1Br)C(=O)Nc1ccc(C)cc1 (configuration not stated)	0.4	0.52	.
CC(=O)c1ccc(NC(=O)CN2C(=O)/C(=C/C(C)=C/c3ccccc3)SC2=S)cc1	-1.3	-0.65	12
Cc1ccccc1C(=O)Nc1cccc(C#N)c1	-0.05	-0.64	-394
COC(CNC(=O)c1ccc2c(c1)ncn2-c1ccc(F)cc1F)OC	.	.	14
Clc1ccc(SCCOCCN2CCCCC2)cc1	-1.4	-1	23
COc1ccc(-c2csc(Cc3nc(O)cs3)n2)cc1	.	.	-27
Cc1nn(Cc2ccc(Cl)cc2)c(Cl)c1/C=N/NC(=O)c1cccnc1	-0.19	-0.12	35
CCC(=O)NC(c1cccc([N+](=O)[O-])c1)c1c(OC(C)=O)ccc2ccccc12 (configuration not stated)	-0.89	-1.5	-19
CCOC(=O)CSc1n[nH]c(NS(=O)(=O)c2ccccc2C(F)(F)F)n1	.	.	-11
O=C(O)c1ccc2c(c1)N(Cc1ccc(F)cc1)C(=O)c1ccccc1S2	.	.	-21
Cc1c(-c2ccccc2)sc(N)c1C(=O)N1CCOCC1	1.9	-0.07	.
Cn1nc(-c2ccc(OCC(N)=O)cc2)c2ccccc2c1=O	0.35	-0.35	-6
N#C/C(=C\c1ccc(F)cc1)c1nc(-c2ccco2)cs1	-1	-0.12	-17
CCCCC(CC)Cn1c(N)c(C#N)c2nc3ccccc3nc21 (configuration not stated)	-1.4	-1.6	-43

By substructure: the compounds so far containing two or more sulfur atoms (3)
SMILES	SDO1 yeast rescue	SDO1 yeast rescue Rescue 24 h	INS promoter inh
CC(=O)c1ccc(NC(=O)CN2C(=O)/C(=C/C(C)=C/c3ccccc3)SC2=S)cc1	-1.3	-0.65	12
COc1ccc(-c2csc(Cc3nc(O)cs3)n2)cc1	.	.	-27
CCOC(=O)CSc1n[nH]c(NS(=O)(=O)c2ccccc2C(F)(F)F)n1	.	.	-11

Further structures:
SMILES	SDO1 yeast rescue	SDO1 yeast rescue Rescue 24 h	INS promoter inh
CC1CCC/C(=C(\C#N)c2nc(-c3cc4ccccc4oc3=O)cs2)C1 (configuration not stated)	-0.18	-0.24	.
CCOC(=O)N1CCC(Nc2ncnc3c2cnn3-c2ccc(C)cc2C)CC1	1.4	1.3	.
Cc1cccc(C(=O)NCCc2n[nH]c(=S)n2C)c1	1.2	1.5	23
Cc1ccc(NS(=O)(=O)c2ccccc2Cl)c2c1CC(C)(C)O2	-0.13	-0.04	-10
O=C(CC1SC(=Nc2ccccc2)N(Cc2ccccn2)C1=O)Nc1ccc(Br)cc1 (configuration not stated)	-0.67	-0.51	.
CCOc1ccc(CCNC(=O)COC(=O)c2ccco2)cc1OCC	1.9	1.4	0
Cc1cccc(OCC(=O)NC(C)C(=O)N/N=C/c2c(OCc3ccccc3)ccc3ccccc23)c1 (configuration not stated)	-1.3	0.06	13
CCCCc1c(C)c(C#N)c2[nH]c3ccccc3n2c1=O	-0.07	0.8	53
COc1ccc(-c2nnc(SCC(=O)Nc3ccc(Cl)cc3)n2C)cc1	-0.48	-0.27	-10
Cc1nnc2n(c1=O)C(CS(=O)(=O)c1ccc3ccccc3c1)CS2 (configuration not stated)	.	.	60
COCCNC(=O)Cn1nc(C(F)(F)F)c(Cl)c1C	-0.75	-0.91	-7
CCOC(=O)C1=C(C)NC(=O)C(C#N)C1c1ccncc1 (configuration not stated)	1.6	1.6	.
O=C(c1cc2sccc2n1Cc1ccc(F)cc1)N1CCN(c2nc3ccccc3s2)CC1	-1.7	-2.4	44
Cc1ccc(C(=O)N/C(=C/c2cccnc2)C(=O)O)cc1	0.84	0.87	-14
COC(=O)c1ccccc1N1C(=O)C2C(C1=O)C1C=CC2C12CC2 (configuration not stated)	-0.03	-0.67	-164
O=C(CSc1nnc(-c2cccs2)n1-c1cccc(Cl)c1)c1cccc2c1OCCO2	-0.08	0.92	62
CC(OC(=O)C1=Cc2ccccc2OC1)C(=O)NCc1ccco1 (configuration not stated)	.	.	-18
O=C(O)C1C2C=CC(C2)C1C(=O)NCCc1ccccc1 (configuration not stated)	0.57	0.46	-25
CC1CCN(c2c([N+](=O)[O-])c(=O)oc3ccccc23)CC1	-0.48	-0.52	14
Cc1ccccc1S(=O)(=O)Cc1ccc(C(=O)NCCCOC(C)C)o1	0.32	0.11	.
O=C(NC1CCCCC1)C(c1ccco1)N(Cc1cccnc1)C(=O)C1COc2ccccc2O1 (configuration not stated)	-0.48	-0.68	-7
COc1cc2c(cc1NC(=O)COC(=O)Cn1cnc3ccccc31)oc1ccccc12	0.91	0.78	.
COc1cccc(C2C3=C(Nc4[nH]n(-c5ccccc5)c(=O)c42)c2ccccc2C3=O)c1 (configuration not stated)	0.61	-0.31	27
CC(=O)Nc1ccc2nc(SCC(=O)Nc3ccc(N4CCOCC4)c(Cl)c3)sc2c1	-0.06	-1.3	28
Cc1c(CCO)c(=O)n(-c2ccccc2)n1S(=O)(=O)c1ccc(Cl)cc1	0.72	0.35	-18
COCC(=O)Nc1nc2ccccc2s1	0.57	0.52	14
CCOCCCNC(=O)COC(=O)/C=C/c1ccc(S(=O)(=O)N2CCc3ccccc32)cc1	.	.	16
COC(=O)C(NC(C)=O)(Nc1ccccc1)C(=O)OC	-0.29	-0.43	.
Cc1ccc(CN(Cc2ccco2)C(=S)NCC(=O)NC2CC2)cc1	.	.	25
COC(=O)c1c(NC(=O)COC(=O)c2ccc(Cl)cc2[N+](=O)[O-])sc2c1CCCCC2	-0.91	-0.25	.
CCN(CC(=O)Nc1ccc(NC(C)=O)cc1)C(=O)C(c1ccccc1)c1ccccc1	0.57	0.23	-22
O=C(CCC(=O)c1cccs1)Nc1ccc(F)c(F)c1F	0.38	0.28	30
CC(C)(C)C1=C(C#N)C(c2ccc3c(c2)OCO3)C(C#N)=C(N)O1 (configuration not stated)	-0.13	-0.13	.
Cn1cnnc1SCc1ccc(C(=O)N=Nc2c(O)n(C)c3ccccc23)cc1	0.67	0.93	.
COc1cccc(N2CCN(CC(=O)Nc3nnc(-c4ccccc4)s3)CC2)c1	-0.73	-0.56	-48
CCOc1ccc(OCC)c(NC(=O)C2CCCN2S(=O)(=O)c2cccc3cccnc23)c1 (configuration not stated)	-1.1	-0.88	.
CCN(CC)c1ccc(/C=N/NC(=O)c2ccc(Br)o2)cc1	0.35	0.85	21
CCOc1ccccc1-n1nnnc1SCC(=O)Nc1cc(C)on1	-0.7	-0.89	.
CCCCCC[n+]1c(-c2ccc(Cl)cc2Cl)csc1Nc1ccccc1	0.19	-0.08	.
CCCc1cc(=O)[nH]c(SCC(=O)NC(=O)c2ccccc2)n1	0.27	-0.29	-27
COc1cccc(-c2nnc3sc(-c4ccco4)nn23)c1	-0.91	-1.2	-37
CC(=O)N1C(C(=O)O)CSC1c1ccc(C)cc1 (configuration not stated)	-0.45	-0.94	.
CCc1sc(C(=O)Nc2ccc(NC(C)=O)cc2)cc1C	0.33	0.06	.
COc1cccc(/C=N/NC(=O)CC2C(=O)NN=C2C)c1O (configuration not stated)	0.56	0.09	-65
Cc1c(NC(=S)N/N=C/c2ccc(O)cc2)c(=O)n(-c2ccccc2)n1C	-0.32	-0.7	.
O=C(NCCc1ccccc1)C(=O)Nc1ccc2c(c1)OCCO2	.	.	8
COc1ccccc1N=C(C)C1=C(O)CSC1=O	-0.32	-0.4	.
CCOC(=O)N1CCC(NC(=O)C2CCN(C(=O)N3CC(C)Oc4ccccc43)CC2)CC1 (configuration not stated)	0.22	-0.45	-15
O=C(Nc1nnc(-c2ccccc2Cl)o1)c1cc2cc([N+](=O)[O-])ccc2s1	-0.02	-0.09	4
Cc1cc(C(c2ccc(C)o2)c2ccc(C)o2)c(O)c([N+](=O)[O-])c1	-0.39	-0.25	7
CCOc1ccc(-n2c(SCC(=O)Nc3ccc(Br)cc3)nc3n[nH]c(C)c3c2=N)cc1	.	.	-114
Cc1cccc2cc(COC(=O)c3cccs3)c(=O)[nH]c12	0.18	0.63	-32
Cc1cc(C)nc(NC(=O)c2ccc(COc3ccccc3Cl)cc2)c1	.	.	19
Cc1cc(C(=O)CSc2nc(N)cc(=O)[nH]2)c(C)n1CCc1ccc(F)cc1	0.41	0.12	-31
Cc1ccc(C)c2c1cc(C)c1nnc(SCC(=O)NCc3ccc4c(c3)OCO4)n12	0.38	0.94	-28
COc1cccc(-c2ccc(=O)n(CC(=O)NCCN3CCOCC3)n2)c1	0.67	0.37	-16
CCc1cc(/C(Cc2cscn2)=N\O)c(O)cc1O	0.34	-0.16	.
COc1ccc(-c2nsc(SCC(=O)Nc3cc(C)on3)n2)cc1	-0.94	-0.35	-2
C[C@H](CO)NC(=O)[C@H](C)[C@@H]1C[C@@]1(C)[C@@H](NC(=O)OCc1ccccc1)c1ccccc1	-0.55	-0.06	-10
CN(CC(=O)NCc1ccncc1)S(=O)(=O)c1ccccc1	2.8	4	-19

(continued)
SMILES	SDO1 yeast rescue	SDO1 yeast rescue Rescue 24 h	INS promoter inh
CCN(CC)S(=O)(=O)c1ccc(N/N=C(\C)c2ccc3c(c2)OCO3)c([N+](=O)[O-])c1	-0.09	0.63	-28
C/C(CCN1CCc2nc(-c3ccccc3)c(-c3ccccc3)cc2C1)=N\O[C@H](C)c1cn([C@H](CO)Cc2ccccc2)nn1	-0.18	-0.06	-45
Cc1ccccc1C(=O)NCc1nnc(SCC(=O)N2CCN(c3ccccc3)CC2)n1C	0.37	0.36	7
COc1cc(C(c2sc3nc(C)nn3c2O)N2CCc3ccccc3C2)cc(OC)c1OC (configuration not stated)	0.24	-0.29	0
Cc1ccc(S(=O)(=O)c2c(C)nn(C(C)(C)C)c2OC(=O)c2ccco2)cc1	-0.85	-0.92	-29
CC1(C)OC(c2ccccc2)=C/C(=C/C=Nc2ccccc2)O1	0.05	-0.03	-357
CCOC(=O)N1CCN(C(=S)NC(=O)c2ccnn2C)CC1	0.12	-0.18	16
COc1ccc(C(=O)/C=C/N(C)C)cc1	1.1	0.52	26
O=C(CCSc1nnc(-c2ccncc2)o1)Nc1ccccc1	-0.6	-0.11	36
Cc1ccc2nc(SCC(=O)N3CCOCC3)[nH]c2c1	1.2	1.5	12
COc1ccc(Cn2nnnc2C(C(C)C)N2CCN(c3ccccc3OC)CC2)cc1 (configuration not stated)	-2.1	-1.2	-61

Pulled one by one from the entries so far (three):
SMILES	SDO1 yeast rescue	SDO1 yeast rescue Rescue 24 h	INS promoter inh
COc1cc(C(c2sc3nc(C)nn3c2O)N2CCc3ccccc3C2)cc(OC)c1OC (configuration not stated)	0.24	-0.29	0
Cc1ccc2nc(SCC(=O)N3CCOCC3)[nH]c2c1	1.2	1.5	12
Cc1ccccc1C(=O)NCc1nnc(SCC(=O)N2CCN(c3ccccc3)CC2)n1C	0.37	0.36	7
